HTR5A ag: HTR5A agonism, opioid heterodimer counter-screen. P47898. HTR5A agonist assay, luminescence, cell-based. activation, % at 9.3 µM. 340,000 compounds, 0.61% hits; in the data active = activation mostly above about 9.5%, no sharp cut-off; inactive = mostly below about 7.6%;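 also: 0% = cells with vehicle only and 100% = reference agonist; strong numbers were not always called active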
RTF Ca sens inh: cardiac RTF calcium desensitization; P19429+P45379; IANBD-labeled cardiac RTF, Ca2+ fluorescence; inhibition, % at 7.15 µM; 340,000 compounds, 0.12% hits;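 active = inhibition above the mean inhibition of all tested compounds plus 3 SD, cut at about 17% in these data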;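 also: assay run at fixed EC70 calcium of 1.6 mM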
V-ATPase pH: yeast V-ATPase proton transport regulation by pHLuorin | S. cerevisiae, pHLuorin cytosolic pH fluorescence | response, % at 10 µM | 350,000 compounds, 0.37% hits | AID 504577; in the data active = response mostly above about 7.3%, no sharp cut-off; inactive = mostly below about 5.4%; also: actives read high; inactives centre near 0; some compounds called inactive have numbers as strong as hits; reference of the scale not given here
HTR5A inv ag: HTR5A inverse agonism, opioid heterodimer counter-screen | 340,000 compounds, 0.083% hits | AID 504634 | inhibition, % at 9.3 µM | HTR5A cell line, luminescence; in the data active = inhibition mostly above about 23%, no sharp cut-off; inactive = mostly below about 18%;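 also: 0% = cells with DMSO and 100% = no-cell wells with DMSO; some compounds called inactive have numbers as strong as hits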
OPRM1-OPRD1 ag: OPRM1-OPRD1 heterodimerization agonism; cells, luminescence; 340,000 compounds, 0.3% hits; P35372+P41143; activation, % at 9.3 µM; in the data active = activation above about 18%;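 also: 0% = vehicle-treated cells and 100% = reference agonist; values of inactives mirror those of a sister screen read the other way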
Target sequence (P35372 whole entry, looked up): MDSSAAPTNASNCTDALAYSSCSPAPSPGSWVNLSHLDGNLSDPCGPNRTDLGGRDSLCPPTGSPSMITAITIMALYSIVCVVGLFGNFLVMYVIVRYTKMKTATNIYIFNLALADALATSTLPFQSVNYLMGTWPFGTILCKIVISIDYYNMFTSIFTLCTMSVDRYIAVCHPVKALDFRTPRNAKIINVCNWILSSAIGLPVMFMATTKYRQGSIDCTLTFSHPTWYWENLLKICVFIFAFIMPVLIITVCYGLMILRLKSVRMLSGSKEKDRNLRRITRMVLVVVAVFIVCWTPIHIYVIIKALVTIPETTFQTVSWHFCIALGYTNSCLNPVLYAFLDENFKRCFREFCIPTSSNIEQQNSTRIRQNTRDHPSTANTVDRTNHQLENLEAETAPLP
Target sequence (P41143 whole entry, looked up): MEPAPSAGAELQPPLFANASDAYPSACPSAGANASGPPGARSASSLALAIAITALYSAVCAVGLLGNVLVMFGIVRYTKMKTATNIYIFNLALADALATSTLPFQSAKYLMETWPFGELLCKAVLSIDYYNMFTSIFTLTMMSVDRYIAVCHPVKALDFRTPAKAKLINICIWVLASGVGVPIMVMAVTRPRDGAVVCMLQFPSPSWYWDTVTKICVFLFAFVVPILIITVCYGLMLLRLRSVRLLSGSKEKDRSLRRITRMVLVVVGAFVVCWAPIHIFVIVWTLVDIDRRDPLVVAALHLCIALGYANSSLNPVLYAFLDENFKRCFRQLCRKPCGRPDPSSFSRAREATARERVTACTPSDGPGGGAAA
CAL PDZ FP: blocks peptide binding to the human CAL PDZ domain. Q9HD26. purified CAL PDZ, TMR-peptide fluorescence polarization, 1 h. inhibition, % at 24.9 µM. 300,000 compounds, 0.92% hits. AID 602252;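 active = mean inhibition of at least 30% with at least half of replicates also reaching 30%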;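 also: 0% = DMSO neutral control and 100% = excess unlabeled competitor peptide PRC23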
cardiac RTF act: increases calcium sensitivity of human cardiac regulated thin filaments; AID 493008; activation, % at 7.2 µM; IANBD-labeled TnC RTF fluorescence at EC20 calcium; 0% EC20 calcium, 100% full calcium; 340,000 compounds, 0.24% hits; P19429+P45379;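 active = activation above the mean over all tested compounds plus 3 SD, cut at about 30% in these data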;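 also: rise in fluorescence read as greater calcium sensitivity of cardiac thin filaments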
Keap1-Nrf2 PPI: Keap1-Nrf2 (human) interaction inhibition | Keap1 Kelch-Nrf2 peptide fluorescence polarization, 1536-well | inhibition, % at 9.4 µM | 340,000 compounds, 0.15% hits | AID 504523; in the data active = inhibition above about 12%;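 also: human Keap1 Kelch domain with fluorescein labeled Nrf2 9mer peptide probe; 0% = neutral control wells and 100% = peptide positive control; higher means more block of Keap1 binding to Nrf2 peptide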
OPRM1-OPRD1 inv: inverse agonist of human OPRM1-OPRD1 heterodimerization | cell-based MOR-DOR heterodimer luminescence, inverse agonism | inhibition, % at 9.3 µM | 340,000 compounds, 0.21% hits; in the data active = inhibition above about 22%, passing the limit was not always enough;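 also: 0% = cells with DMSO and 100% = wells without cells with DMSO; values of inactives mirror those of a sister screen read the other way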
LANA DNA inh: KSHV C-LANA DNA binding inhibition; MBP-C-LANA/FAM-LBS DNA binding, fluorescence polarization; inhibition, % at 9 µM; 340,000 compounds, 0.078% hits; AID 504423;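 active = highest replicate inhibition at or above 60% at 9 µM, even if other replicates fall short; inactive = all replicates below 60% inhibition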;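 also: 0% = neutral control wells and 100% = 4 µM acridine orange control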
* hit, by the source's call; . = not tested or not shown.

SMILES	HTR5A ag	RTF Ca sens inh	V-ATPase pH	HTR5A inv ag	OPRM1-OPRD1 ag	CAL PDZ FP	cardiac RTF act	Keap1-Nrf2 PPI	OPRM1-OPRD1 inv	LANA DNA inh
Cc1cccc(CC2S/C(=N/N=C/c3ccco3)N(c3ccccc3)C2=O)c1 (stereo not drawn)	14*	0	1	7	5.3	-1	-3	-2	-29	2.2
CC(Sc1ncccn1)C(=O)Nc1ccc2c(c1)OCO2 (stereo not drawn)	5	2	3	-13	-1.9	-1	6	0	8	-0.7
COc1ccc(C2(c3ccc(OC)cc3)NC(=O)N(CC(=O)NC3CCCC3)C2=O)cc1	-9	-13	-1	24	-2.4	.	-3	-3	13	-0.9
COc1ccc(OC)c(CCNC(=O)CS(=O)(=O)Cc2nc(-c3ccc(C)cc3)oc2C)c1	11	-4	-2	-28	0.4	-2	0	1	-2	1.1
C=CCN(c1ccccc1)S(=O)(=O)c1ccc2c(c1)N(C(C)=O)CCO2	-2	-2	-3	6	-1.7	-13	-6	1	9	0.2
COc1ccc(C2(C)NC(=O)N(Cc3cc(Cl)cc4c3OCOC4)C2=O)cc1OC (stereo not drawn)	-6	4	0	-2	-1.2	-5	-9	7	7	1.0
COc1ccc(CC(=O)Oc2ccc(F)cc2)cc1	-1	-4	2	3	-0.4	0	1	-3	2	1.0
O=C(O)CN=C(NS(=O)(=O)c1ccc(Cl)cc1)c1ccc(F)cc1	-2	-12	-3	4	-0.5	-3	-1	-2	3	0.4
Cc1sc2nc(-c3ccc(Br)cc3)oc(=O)c2c1C	4	-9	-1	-16	-1.2	5	-7	-1	6	0.7
COc1ccccc1CNC(=O)C1CCC(=O)N1C(C)C (stereo not drawn)	5	4	2	-21	-2.2	6	1	0	12	0.0
Cc1cnc(C(=O)OCc2ccc(Br)cc2)cn1	1	2	0	2	-2.1	6	4	0	11	1.2
CC(C)CCNC(=O)c1cc(S(=O)(=O)N2CCc3ccccc32)cn1C	5	-2	1	-16	2.5	.	3	5	-15	1.4
CCOc1cc(/C=N/O)cc(Br)c1OCC(=O)NCc1ccccc1	-8	-5	-6	20	1.3	.	-2	-3	-7	2.7
CC(C)=NNc1nc2c(c(=O)[nH]c(=O)n2C)n1CCc1ccccc1	.	.	-4	.	.	3	.	-1	.	1.2
Cc1ccc(-c2cc(C(=O)N/N=C/c3c(C)nn(-c4ccccc4)c3C)n[nH]2)s1	1	3	1	-14	-2.0	-5	-3	-4	13	0.5
O=C(O)c1sccc1Oc1ccc(NS(=O)(=O)c2ccc(Cl)cc2)cc1	2	-2	2	-9	1.4	0	-1	1	-8	0.1
CC1c2ccccc2-c2ccccc2N1C (stereo not drawn)	-1	-4	2	5	0.7	-3	1	-5	-3	0.5
CC(=O)Nc1ccc(N2S(=O)(=O)c3ccccc3S2(=O)=O)cc1	3	-14	0	-16	-0.2	-5	5	-3	1	2.3
O=C(NCc1ccco1)Nc1ccc(Br)cc1Cl	2	-3	-1	18	3.0	.	3	1	-16	0.0
CC(C)[C@H](NC(=O)N1CC(=O)Nc2ccccc21)C(=O)N[C@@H](Cc1c[nH]c2ccccc12)C(=O)O	4	-3	2	13	-2.5	0	1	3	12	1.7
CCn1c(=O)c2cc(C(=O)N(C)CC(OC)OC)sc2c2ccccc21	-2	0	-2	6	-2.4	-2	-1	-5	11	-2.4
COc1ccc(/C=N/NC(=O)c2csc(-n3nc(C)cc3C(F)(F)F)n2)cc1	2	-1	0	-9	1.2	-9	-5	2	-6	1.8
CCSc1nnc(NC(=O)C(C(F)(F)F)C(F)(F)F)s1	2	-4	0	-1	-1.0	1	5	-6	5	-0.6
COc1cccc(NC(=O)CCS(=O)(=O)c2cc3c(cc2Cl)NC(=O)CO3)c1	-11	-6	-1	-5	0.9	8	0	-2	-5	0.9
O=C(NCc1cccc(C(F)(F)F)c1)c1cccc(S(=O)(=O)NCc2ccccc2)c1	0	-7	1	-28	4.7	-6	16	1	-21	-0.4
CCCN1CNC(=S)N(c2ccc(C(=O)OCC)cc2)C1	0	4	1	-18	-3.4	-1	2	1	18	0.5
CCOc1ccc(-c2nc(C#N)c(NCC(C)C)o2)cc1	0	0	-1	-1	-2.6	-2	0	-4	11	0.1
COc1cc(C=O)ccc1OCc1ccc(Cl)nc1	2	1	-4	-5	-1.5	-4	1	-1	7	0.3
COc1ccccc1C(=O)NC(=O)CSc1ccc(C)c(C)c1	0	6	0	1	3.5	-2	-7	0	-17	1.9
O=C1c2cccc(OCc3ccc(F)cc3)c2CCN1Cc1ccc(F)cc1	7	0	-4	-26	3.3	-1	-5	3	-17	-0.3
CCOC(=O)c1[nH]c2c(c1C)C(=O)CC(c1ccc(OCC)c(OC)c1)C2 (stereo not drawn)	-3	-8	6	7	-0.9	-2	-5	-1	4	1.0
Cc1ccc2nc(C3CCN(CC(=O)Nc4ccc5c(c4)OCCO5)CC3)[nH]c2c1	4	-3	-1	0	-0.7	0	-3	0	4	-3.0
O=C(Nc1ccc(OCC(=O)N2CCOCC2)cc1)c1ccccc1F	-4	-5	-2	9	-1.4	-3	2	-3	8	1.1
COc1ccc(Cn2nnnc2C(c2ccc(F)cc2)N2CCN(C3CCCC3)CC2)cc1 (stereo not drawn)	-2	4	0	6	2.4	-3	-7	3	-12	0.3
COc1ccc(/C=C2\SC(=O)N(CC(=O)Nc3ccc(O)cc3)C2=O)cc1OC	-1	-7	2	4	-2.0	-8	0	-6	9	-0.5
CCOC(=O)Cc1cc(=O)n2[nH]c(-c3ccccc3)c(-c3ccccc3)c2n1	-2	-1	-3	5	-2.1	-6	-4	-5	11	-0.8
CN1CCN(NC(=O)Nc2cccc(F)c2)CC1	0	-5	0	12	-2.3	-4	-5	-2	12	-0.2
O=C(NCc1nc2ccccc2[nH]1)c1ccc(S(=O)(=O)N2CCCC2)cc1	1	-8	10	-4	2.6	-2	13	-3	-13	0.4
Fc1cccc(NC(=S)NCCCN2CCOCC2)c1	-5	-10	0	18	-2.5	.	2	-1	12	-0.3
O=C(/C=C/c1cccc([N+](=O)[O-])c1)OCC(=O)N1CCN(C(=O)c2ccco2)CC1	-6	-1	12*	22	0.3	.	-4	5	-2	-0.5
CCOc1ccc(Br)cc1S(=O)(=O)Nc1ccc(C(=O)OC(C)C(=O)N(C)c2ccccc2)cc1 (stereo not drawn)	0	-4	-2	-11	2.4	-7	-2	1	-13	-0.7
COc1ccccc1N1C(=N)S/C(=C\c2ccc(-c3ccccc3C(=O)O)o2)C1=O	-3	-12	-1	-29	0.3	-1	11	-15	-2	2.2
Cc1ccc(NC(=S)N(CCCN2CCCC(C)C2)Cc2ccco2)cc1C (stereo not drawn)	5	-3	-3	-15	0.9	-5	-1	-3	-5	0.7
O=C(CSc1cccc(C(F)(F)F)c1)NCc1ccccc1	2	-2	1	-40	1.3	1	-4	0	-7	-0.8
CC(C)CCN1C(=O)c2ccc(-c3nc4ccccc4c(=O)o3)cc2C1=O	-6	-3	0	17	0.7	-4	4	0	-4	-1.5
O=C(CSc1nnc(SCc2ccc(Cl)cc2)s1)N/N=C/c1ccc(Cl)cc1Cl	-4	6	-1	10	-0.5	2	-2	1	3	-0.1
Cc1c(C(=O)Nc2ccc(Cl)cn2)oc2ccccc12	0	-7	0	5	-3.4	-2	2	2	18	-1.4
C=CCNCCOc1ccc(C)cc1[N+](=O)[O-]	4	-16	0	-10	3.3	7	-3	0	-24	0.0
CCC(C(=O)NCc1ccc(C)cc1)c1ccccc1 (stereo not drawn)	-3	6	2	10	-0.7	-3	-7	-1	3	-2.8
Cc1cc(C)n(-c2ccc(S(N)(=O)=O)cc2[N+](=O)[O-])n1	-2	-6	-1	5	0.6	.	3	4	-3	0.4
C#CCSc1nnc(-c2c[nH]c3ccccc23)n1C	4	0	0	-3	1.1	.	6	-1	-6	-0.3
Cc1ccc2c(c1)N(C(C)C(=O)NCCc1ccccc1)C(=O)CO2 (stereo not drawn)	-3	1	4	8	-2.3	-2	4	-2	11	0.3
CS(=O)(=O)Nc1ccc(-c2nnc3n2CCCCC3)cc1	4	-7	-2	-15	-3.5	1	-6	-3	16	-0.9
O=C(NCc1ccc2c(c1)OCO2)C1CCCN(S(=O)(=O)c2cccc3nonc23)C1 (stereo not drawn)	5	4	-2	0	-0.7	0	2	-4	3	1.9
CC1CN(S(=O)(=O)c2ccc(NC(=O)CCN3C(=O)c4ccccc4C3=O)cc2)CC(C)O1 (stereo not drawn)	0	-2	-1	-1	-3.1	-2	7	-2	13	2.3
COc1ccc(S(=O)(=O)N2CCC(C(=O)NCCN3CCOCC3)CC2)cc1C	5	5	-3	-15	-1.3	-6	4	1	7	1.9
COc1ccc(OCC(=O)NCc2ccc(Cl)cc2)cc1	-4	4	-1	15	-2.3	-5	-3	-1	11	-1.3
COc1ccc(Cl)cc1NC(=O)CN(C)C(=O)C1COc2ccccc2O1 (stereo not drawn)	1	-3	2	-1	1.7	-4	2	-2	-7	0.0
COc1nc(OC)nc(Oc2ccc([N+](=O)[O-])cc2Cl)n1	0	-21	4	-36	-0.3	3	6	-3	2	-2.3
CCOC(=O)CCC(NC(=O)CCC(=O)NC(CCC(=O)OCC)C(=O)OCC)C(=O)OCC (stereo not drawn)	0	8	-1	-51	-1.3	-3	3	1	7	-0.6
(listing goes on)
SMILES	HTR5A ag	RTF Ca sens inh	V-ATPase pH	HTR5A inv ag	OPRM1-OPRD1 ag	CAL PDZ FP	cardiac RTF act	Keap1-Nrf2 PPI	OPRM1-OPRD1 inv	LANA DNA inh
CCOC(=O)C1CCN(C(=O)c2cccnc2Cl)CC1	4	-4	2	-20	-1.9	-2	0	-4	10	1.4
COC(=O)c1ccc(CN(C)S(=O)(=O)c2cccs2)cc1	8	-14	0	-23	-1.2	-10	-5	6	8	-0.5
Cn1c(CCNS(=O)(=O)c2ccccc2)nc2cc([N+](=O)[O-])ccc21	-2	-2	-5	18	-1.7	-3	-3	2	9	1.4
N/C(=N\NC(=O)c1ccccc1)c1cc2ccccc2oc1=O	3	-1	3	0	-0.8	-1	-6	-2	6	-0.6
CCCN(CCC)CCNC(=O)c1cc2c(-c3ccc(Cl)cc3)nn(C)c2s1	2	-11	-2	-8	2.2	-10	-3	-4	-11	-13
Cc1cc(Cl)ccc1OC(C)C(=O)Nc1cnn(CCCC(=O)O)c1 (stereo not drawn)	-2	-3	-7	-13	-2.4	1	-9	4	12	-0.7
Cc1nn(C)c(Oc2cccc(C(F)(F)F)c2)c1C=O	3	-5	0	-9	-4.0	-3	-9	-2	21	0.8
O=C1N[C@H](Cc2c[nH]c3ccccc23)COC(=O)[C@H](Cc2ccc(F)cc2)C/C=C\C[C@H]1CC(=O)N(CCO)Cc1ccccc1	2	-5	1	7	2.2	1	2	-5	-12	1.5

Pulled by structure from the list above:
SMILES	HTR5A ag	RTF Ca sens inh	V-ATPase pH	HTR5A inv ag	OPRM1-OPRD1 ag	CAL PDZ FP	cardiac RTF act	Keap1-Nrf2 PPI	OPRM1-OPRD1 inv	LANA DNA inh
Cc1nn(C)c(Oc2cccc(C(F)(F)F)c2)c1C=O	3	-5	0	-9	-4.0	-3	-9	-2	21	0.8
CCCN(CCC)CCNC(=O)c1cc2c(-c3ccc(Cl)cc3)nn(C)c2s1	2	-11	-2	-8	2.2	-10	-3	-4	-11	-13
Cc1ccc(-c2cc(C(=O)N/N=C/c3c(C)nn(-c4ccccc4)c3C)n[nH]2)s1	1	3	1	-14	-2.0	-5	-3	-4	13	0.5
